BaF3 tox = reduces parental Ba/F3 cell viability, JAK2V617F counter-screen. inhibition, % at 5.6 µM. CellTiter-Glo ATP luminescence. hit rate 1.1% among 220,000;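 active = inhibition above a per-campaign cutoff, the mean inhibition of all tested compounds plus 3 SD, cut at about 27% in these data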;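 also: 0% = DMSO wells and 100% = JAK Inhibitor I control wells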
p47phox inh = p47phox (human) inhibition. AID 1274. p47phox/p22phox peptide binding, fluorescence polarization, 2 h. hit rate 0.53% among 220,000. inhibition, % at 24.7 µM. P14598;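 active = inhibition above about 30%, limit read from the data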;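 also: 0% = p47phox with labelled peptide and 100% = labelled peptide alone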
Ba/F3 V617F tox = loss of viability in JAK2V617F-driven Ba/F3 cells | Ba/F3 EpoR-JAK2V617F viability, ATP luminescence | inhibition, % at 5.6 µM | hit rate 1.1% among 220,000;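 active = inhibition above the campaign mean plus 3 SD over all tested compounds, cut at about 24% in these data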;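 also: cytokine-independent growth of Ba/F3 cells driven by EpoR plus mutant JAK2; 0% = DMSO-treated cells and 100% = JAK inhibitor I control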
RBBP9 inh = inhibitors of human serine hydrolase RBBP9 | O75884 | AID 1515 | recombinant RBBP9, FP-Rh probe fluorescence polarization | hit rate 0.2% among 220,000 | inhibition, % at 7.94 µM;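 active = inhibition above the campaign mean of all tested compounds plus 3 SD, cut at about 14% in these data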;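 also: plate controls were DMSO wells with RBBP9 for no effect and wells lacking RBBP9 protein for full effect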
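Measured by: FP readout at 525/598 nm; material: recombinant human RBBP9; also added: Serine-hydrolase probe FP-Rh, 375 nM pre-mixing; medium: Tris buffer pH 8.0, NaCl, Pluronic; replication: one well per compound; doses: one concentration, 7.94 µM nominal, 0.794% DMSO; timing: preincubation 30 min plus labeling 45 min at 25 °C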
Tb hexokinase = blocks Trypanosoma brucei hexokinase 1 activity; hit rate 0.11% among 220,000; AID 1430; recombinant TbHK1, G6PDH-coupled NADH A340; inhibition, % at 10 µM;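 active = inhibition of 50% or more in the single-dose primary screen; inactive = inhibition below 50%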
PPC-1+TRAIL kill = compounds killing PPC-1 cancer cells with TRAIL present (potentiator screen, no TRAIL-free arm). hit rate 0.41% among 220,000. cell killing (% activity), % at 4 µM. PPC-1 cells + TRAIL, ATPLite viability luminescence. AID 1443;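 active = cell killing above 50% in the first pass at 4 µM, then a duplicate retest at 5 µM averaging 50% or more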;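 also: plate controls were cells with TRAIL plus DMSO for no effect and medium-only wells lacking cells for full effect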
Furin inhibitor = blocks human furin protease activity. purified furin, fluorogenic substrate cleavage. inhibition, % at 30 µM. hit rate 0.061% among 220,000. P09958; in the data active = inhibition above about 25%; also: inactives centre near -15
Target sequence (P09958 108-714 limits assumed): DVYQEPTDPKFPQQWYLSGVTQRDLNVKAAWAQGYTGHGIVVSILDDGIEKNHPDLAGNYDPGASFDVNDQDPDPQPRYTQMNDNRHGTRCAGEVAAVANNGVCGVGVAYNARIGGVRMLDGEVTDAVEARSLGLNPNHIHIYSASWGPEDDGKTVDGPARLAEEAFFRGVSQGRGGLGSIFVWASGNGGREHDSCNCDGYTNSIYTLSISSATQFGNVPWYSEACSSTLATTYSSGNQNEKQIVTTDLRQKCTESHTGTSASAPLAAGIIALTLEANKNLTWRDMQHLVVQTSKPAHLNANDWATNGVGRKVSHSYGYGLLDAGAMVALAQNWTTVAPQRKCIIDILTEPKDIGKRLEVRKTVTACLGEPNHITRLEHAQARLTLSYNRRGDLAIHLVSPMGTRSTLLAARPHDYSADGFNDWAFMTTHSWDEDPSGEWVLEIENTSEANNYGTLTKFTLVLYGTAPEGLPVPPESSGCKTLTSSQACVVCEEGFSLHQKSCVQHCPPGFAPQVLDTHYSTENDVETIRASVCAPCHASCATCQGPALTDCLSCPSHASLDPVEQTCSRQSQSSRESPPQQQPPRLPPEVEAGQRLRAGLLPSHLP
PGE2 EP2 inh = blocks the human prostaglandin E2 receptor EP2 | P43116 | AID 1422 | hit rate 0.52% among 260,000 | C6 glioma cells expressing human EP2, cAMP TR-FRET; cells stimulated with saturating PGE2 | inhibition, % at 25 µM;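 active = percent inhibition above 40 after rounding to a whole number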;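 also: rat C6 glioma host cells with rolipram phosphodiesterase inhibitor present; the protocol text gives 20 µM as final concentration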
Target sequence (P43116 whole entry, looked up): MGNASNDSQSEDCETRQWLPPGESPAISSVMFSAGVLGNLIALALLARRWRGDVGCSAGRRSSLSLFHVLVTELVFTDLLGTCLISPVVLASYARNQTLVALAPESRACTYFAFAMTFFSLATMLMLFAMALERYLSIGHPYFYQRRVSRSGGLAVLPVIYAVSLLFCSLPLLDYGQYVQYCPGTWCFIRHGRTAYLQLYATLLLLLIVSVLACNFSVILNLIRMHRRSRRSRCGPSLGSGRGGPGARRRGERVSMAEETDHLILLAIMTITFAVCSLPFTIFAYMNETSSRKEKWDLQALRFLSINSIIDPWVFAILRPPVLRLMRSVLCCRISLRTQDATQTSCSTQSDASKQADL
p97 inhibitor = human p97 ATPase inhibition; P55072; recombinant p97 ATPase, Kinase-Glo ATP luminescence, 3 h; hit rate 0.42% among 220,000; inhibition, % at 8 µM; in the data active = inhibition above about 15%;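 also: 0% = DMSO vehicle and 100% = wells lacking enzyme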
* hit, by the source's call; . = no result given; & = joins results of further samples; [ ] = dose if it differs, or a comment. The list is partial (hit frequency here may not be typical).

SMILES	BaF3 tox	p47phox inh	Ba/F3 V617F tox	RBBP9 inh	Tb hexokinase	PPC-1+TRAIL kill	Furin inhibitor	PGE2 EP2 inh	p97 inhibitor
COc1ccc(CCNc2oc(COc3ccccc3F)nc2C#N)cc1OC	7	-19	3	-3	1	20	-9	21	-1
O=C(NC(=S)N1CCN(c2ccc(Cl)cc2[N+](=O)[O-])CC1)c1cccs1	6	5	3	-6	11	3	-4	11	-7
O=C(NCc1ccccc1)c1cc2ccccc2o1	6	-12	0	-13	33	13	-5[20 µM]	19	-3
CCOC(=O)C1CCN(C(=O)COC(=O)COc2ccc(Cl)cc2)CC1	-6	-11	-6	-5	-6	26	-14	4	5
COc1ccc(NS(=O)(=O)c2cc(S(C)(=O)=O)ccc2C)cc1	4	-12	-1	-7	38	32	-3	5	2
COc1cc(C(c2nnnn2C(C)(C)C)N2CCN(c3nc4ccccc4s3)CC2)ccc1O (stereo unspecified)	2	-1	3	-8	-13	10	-9	10	2
Cc1cc(OCC(=O)NCc2ccccn2)cc(C)c1Br	4	-5	-3	3	34	9	-12	5	0
CCOC(=O)C1CCN(C(=S)Nc2ccc(C)cc2)CC1	11	-4	-1	-8	2	-10	-19	3	0
COc1ccc(CNC(=O)C(=O)NCC(c2ccco2)N2CCOCC2)cc1 (stereo unspecified)	6	-18	1	-9	-9	14	-18	2	0
Cn1cnnc1Sc1ccc(C(=O)OCC(=O)Nc2cc(Cl)cc(Cl)c2)cc1[N+](=O)[O-]	5	-14	2	-10	-4	10	-18	7	-4
COc1ccc(C(=O)Nc2nc(-c3ccc(S(=O)(=O)N4CCOCC4)cc3)cs2)cc1	6	-30	-1	-18	-16	25	-10[20 µM]	15	5
CC(SCc1ccccc1)C(=O)NC1CCCC1 (stereo unspecified)	3	-7	2	-7	7	12	-2[20 µM]	8	-5
CCOC(=O)c1[nH]ncc1CN1CCCC(C(=O)c2cccc3ccccc23)C1 (stereo unspecified)	4	-4	0	-5	-6	30	-5	7	-7
Cc1ccnc(NS(=O)(=O)c2ccc(NC(=O)C(C)(C)C)cc2)n1	-4	-7	-2	-1	-1	19	-8	7	4
O=C(O)c1ccc(-c2nc3ccccc3[nH]2)cc1	1	10	-2	-1	-11	-7	-24	5	4
Cc1ccc(S(=O)(=O)N(Cc2ccc(Cl)cc2)c2ccccc2C(=O)NCc2cccnc2)cc1	7	-11	3	1	10	14	9	9	1
Cc1cccc(N2C(=O)C(Cc3ccccc3)NC2=S)c1 (stereo unspecified)	3	-16	-3	-6	4	13	-9	6	4
Cc1ccc(S(=O)(=O)N2CCOCC2)cc1NC(=O)COC(=O)c1n[nH]c(=O)c2ccccc12	6	-11	2	-5	-2	1	-24	16	0
CCCCNC(=O)Nc1nnc(-c2ccc(OCC)cc2)o1	2	-6	-2	-5	-10	-8	-25[20 µM]	25	-2
CC(=O)c1ccc(OCc2cccc(C(F)(F)F)c2)cc1O	4	-3	2	6	3	-17	-21	5	0
C=CCn1c(SCC(=O)Nc2cc(C)on2)nc2sc3c(c2c1=O)CCCC3	5	6	1	2	-4	-1	-16[20 µM]	.	3
O=c1[nH]c(Cc2ccccc2)nc2ccccc12	3	5	-3	-3	1	-4	-23	9	10
CCCCNC(=O)c1onc(CSc2ccc(Cl)cc2)c1C(=O)O	-1	-5	0	0	-1	-20	-25[20 µM]	13	0
O=C(NCc1ccncc1)Nc1ccc2c(c1)OCO2	2	-6	2	-2	10	14	-21	2	1
CCOC(=O)N1CCN(C(=O)C2CCCN(S(=O)(=O)c3ccccc3)C2)CC1 (stereo unspecified)	6	9	3	-11	33	14	-9[20 µM]	5	-3
CC(C)C1NC(=S)N(Cc2ccccc2)C1=O (stereo unspecified)	3	.	2	-5	7	8	-1[20 µM]	4	-4
COc1ccccc1N1CCN(C2=Nc3cccc4cccc2c34)CC1	3	-5	16	-4	4	47	3	8	-10
COc1ccccc1OCC(=O)O/N=C(\N)c1ccccn1	0	2	-2	-19	-12	14	12	17	4
COc1cc(NC(=O)C2CCCN2S(=O)(=O)c2cccc3cccnc23)cc(OC)c1OC (stereo unspecified)	6	-5	-1	-6	5	6	-30	.	3
CCCCC(=O)NC1(C(F)(F)F)NC(=O)N(C)C1=O (stereo unspecified)	-3	-14	-1	-1	-1	11	-34	5	5
COc1cccc(C(c2nnnn2Cc2ccco2)N2CCN(c3cccc(C)c3C)CC2)c1OC (stereo unspecified)	2	-16	-4	-10	-6	-13	-20	8&3	0
CC1(C)OC(=O)C(C(c2ccccc2)C(C#N)C(N)=O)=C(O)O1 (stereo unspecified)	5	7	-3	-6	-1	2	-30	8	5
O=C1/C(=C/c2ccccc2)SC(=S)N1C1CCS(=O)(=O)C1 (stereo unspecified)	-4	-14	-3	1	-14	3	-20	6	1
COc1ccc(NC(=O)c2ccc(-c3ccc([N+](=O)[O-])cc3)o2)cc1	4	16	1	-1	-12	-2	-6	5	3
COc1ccc(C(=O)N2c3ccccc3C(=O)OC2c2ccc3c(c2)OCO3)cc1 (stereo unspecified)	3	-3	-1	-6	-5	7	-19[20 µM]	12	0
Cc1nn(Cc2ccc(F)cc2)c(C)c1NC(=O)c1nn(C)cc1Cl	1	8	-5	4	0	-22	-7[20 µM]	3	5
Cn1c(N)c(N=Nc2ccc(S(N)(=O)=O)cc2)c(=O)n(C)c1=O	2	-8	-1	-5	-41	4	-13	9&17	5
CCCn1c(=O)c(C(=O)c2ccccc2)nc2ccccc21	8	0	0	-5	-10	-8	-12[20 µM]	4	-2
S=c1[nH]nc(-c2ccc3ccccc3n2)o1	2	-5	-3	-11	-53	-2	-5[20 µM]	14	6
CN(Cc1ccccc1)C(=O)CSc1nnc(-c2ccco2)n1-c1ccccc1	2	-5	1	-1	-1	4	-15	12	-6
O=C(COc1ccccc1)N1CCN(C(=O)Cc2ccccc2)CC1	0	-2	0	-1	-2	23	-9	10	2
CC1(C)NC(=O)N(CCOCCOc2ccccc2)C1=O	4	-11	-1	4	0	7	-12[20 µM]	.	2
COc1ccc(N2C(=O)C3CCCN3C2c2cccs2)cc1 (stereo unspecified)	2	-8	3	-3	-2	-4	-3	11	-7
COc1cc(/C=C/C(=O)OCC(=O)NC(=O)NC(C)(C)C)ccc1O	-4	-10	-2	-8	-39	3	-19	7	2
CC1Cc2ccccc2N1CC(=O)NC(=O)NCc1ccccc1 (stereo unspecified)	4	-8	4	-12	2	-21	-16	6	-3
O=C(COC(=O)c1cccnc1Cl)Nc1cccc(S(=O)(=O)N2CCCCC2)c1	8	-14	2	-3	2	5	-7	7	6
COc1ccc(OC)c(N(CC(=O)N2CCc3ccccc3C2)S(C)(=O)=O)c1	-2	-3	-3	-9	1	17	-21[20 µM]	3	3
CCN(C(=O)CN1CCN(S(=O)(=O)c2ccccc2C(F)(F)F)CC1)c1c(N)n(Cc2ccccc2)c(=O)[nH]c1=O	3	-2	-1	-5	-2	15	-23	5	4

Arranged by value in Furin inhibitor (largest number first): some entries from above.
Compound,Furin inhibitor
Cn1c(N)c(N=Nc2ccc(S(N)(=O)=O)cc2)c(=O)n(C)c1=O,-13
CC1Cc2ccccc2N1CC(=O)NC(=O)NCc1ccccc1 (stereo unspecified),-16
COc1cc(/C=C/C(=O)OCC(=O)NC(=O)NC(C)(C)C)ccc1O,-19

Carrying on.
SMILES	BaF3 tox	p47phox inh	Ba/F3 V617F tox	RBBP9 inh	Tb hexokinase	PPC-1+TRAIL kill	Furin inhibitor	PGE2 EP2 inh	p97 inhibitor
COc1ccccc1Oc1nc(C)c(C(C)=O)cc1C#N	4	1	4	-5	7	1	-19	12	-3
COc1ccccc1CNC(=O)c1ccc(-c2ccccc2Cl)o1	1	-14	-4	-12	1	6	-16	9	7
O=C(C1CCC(C(=O)N2CCc3ccccc32)CC1)N1CCc2ccccc21 (stereo unspecified)	2	12	1	4	1	-1	0[20 µM]	15	3
Cc1c(Br)c([N+](=O)[O-])nn1CC(=O)N1CCN(Cc2ccccc2)CC1	8	-2	9	-14	3	.	-1	6	-5
CCOC(=O)c1c(NC2=NS(=O)(=O)c3ccccc32)sc2c1CCCCC2	7	-6	-1	-5	-18	9	-22	11	2
COc1cccc(N2CC(O)=C(c3nc4ccccc4s3)C2=N)c1	81*	4	76*	-7	-6	.	-28	11	6
Cc1ccc(C(C(=O)NCc2ccco2)N(C(=O)Cn2nnc3ccccc32)c2ccccc2)o1 (stereo unspecified)	5	-2	-3	3	7	14	-20	8	16*
Nc1c(N2CCN(c3ccccc3)CC2)c2ccccc2oc1=O	7	-8	0	-2	0	-1	-10	2	-1
O=c1oc2ccccc2nc1/C=C(\O)c1ccc(Br)cc1	5	-19	-1	-8	-11	5	-16	5	5
CC1CCN(C(=O)CCc2ccc(S(=O)(=O)NC(C)(C)C)cc2)CC1	2	1	0	-1	-2	23	-11[20 µM]	11&5	-1
COC(=O)CSc1nc2cc(OC)ccc2n1C	-1	-12	4	-7	-5	10	-3	10	-2
Cc1cc(C=O)c(C)n1-c1ccc2c(c1)OCO2	4	-6	1	-2	4	2	-13	9	5

Some entries already given, reduced to BaF3 tox.
Molecule	BaF3 tox
COc1ccc(OC)c(N(CC(=O)N2CCc3ccccc3C2)S(C)(=O)=O)c1	-2
CCN(C(=O)CN1CCN(S(=O)(=O)c2ccccc2C(F)(F)F)CC1)c1c(N)n(Cc2ccccc2)c(=O)[nH]c1=O	3
COc1ccccc1Oc1nc(C)c(C(C)=O)cc1C#N	4
COc1ccccc1CNC(=O)c1ccc(-c2ccccc2Cl)o1	1

(list continues)
SMILES	BaF3 tox	p47phox inh	Ba/F3 V617F tox	RBBP9 inh	Tb hexokinase	PPC-1+TRAIL kill	Furin inhibitor	PGE2 EP2 inh	p97 inhibitor
Cc1cccc(NC(=S)N(C)C2(c3ccccc3Cl)CCCCC2=O)c1 (stereo unspecified)	5	-6	2	-4	-4	17	-21[20 µM]	3	2
C1CCCCCC(=NNc2nn[nH]n2)CCCCC1	2	-27	-5	-10	-4	-9	-13	11	3
CCCCCCCCS(=O)CCC(=O)O (stereo unspecified)	3	3	3	-11	-2	5	-14	8	-4
S=C(NCc1ccco1)Nc1ccc(Oc2ccccc2)cc1	1	-7	-3	-6	-2	16	-7	4	-6
O=S(=O)(Nc1ccc(Cc2ccncc2)cc1)c1ccc(Br)s1	5	-26	0	-8	3	-1	-22	6	-5
C[C@@H]1OC(Nc2ccc(N=Nc3ccccc3)cc2)[C@H](O)[C@H](O)[C@H]1O (stereo partly specified)	1	-8	-4	6	-29	-3	-7	16	10
CCNC(=S)N1CCC(C(=O)c2ccc3c(c2)OCCO3)CC1	7	-11	2	-6	-5	1	-6	4	2
CC1(C)C2CCC1(CS(=O)(=O)N1CCC(C(=O)O)CC1)C(=O)C2 (stereo unspecified)	-6	-4	-2	-7	-8	12	-18	5	9
O=C(NC(C(=O)c1ccccc1)N1CCCCCC1)c1ccco1 (stereo unspecified)	10	-11	3	-3	0	5	-8	4	5
COc1cc([C@H]2[C@@H]3CCCC[C@]3(O)CCN2Cc2ccccc2F)ccc1O	4	-13	0	-7	3	-16	-33	10	1
CCCCCSc1nncc(=O)[nH]1	2	-1	0	-3	9	26	-14	5	4
CCCCn1c(N)c(N(CC)C(=O)c2cccc(OC)c2)c(=O)[nH]c1=O	10	-2	2	4	-1	11	-29	8	4
O=C(OCC(=O)C12CC3CC(CC(C3)C1)C2)c1cccnc1	-2	-23	-9	-9	-8	3	-4	7	4
COc1ccc(-c2c(C)oc3c(CN4CCN(C)CC4)c(O)ccc3c2=O)cc1	6	-20	1	-9	-17	5	-10	12	-3
CCOc1cc(N2CCOCC2)c(OCC)cc1NC(=O)COc1ncnc2ccccc12	3	-10	0	-4	-8	11	-11[20 µM]	7	-2

Compound activity (PubChem BioAssay)
